Assay outcomes (PubChem BioAssay)
T cell HTS = T cell immune modulators affecting CD8 T cell-vesicle binding; 2C CD8+ T cell-vesicle binding, flow cytometry; hits give low values; calls only at 7 µM; 330,000 compounds, 0.068% hits;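 active = response, share of CD8 T cells binding vesicles, and their 90th percentile fluorescence all below set limits, cut at about 80% in these data, passing the limit was not always enough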
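Read-out – percent CD8+ FL2 mean versus row control · System – murine 2C transgenic CD8+ T lymphocytes · Times – 1.5 h cell–vesicle binding at 37 °C, then 20 min icy labelling · Control set – naked vesicles low, QL9 vesicles with vehicle high · Detection – cytometric PE anti-B7-1 and Alexa647 anti-CD8 signals after 1% paraformaldehyde fixation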
T cell HTS vesicle-bound % = further read-out of T cell HTS, marked with its call; double positive events, %; measured here: CD8+ vesicle-bound cell fraction;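 binding gate set so that unloaded-vesicle control wells show 10% double positive cells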
Active calls of the source: *; i = inactive. An excerpt; rates above refer to the full screens.

SMILES	T cell HTS	T cell HTS vesicle-bound %
CSCCC(NS(=O)(=O)c1ccccc1)C(=O)OC(C)C(=O)Nc1ccc(Cl)cn1 (stereo unspecified)	i	33
O=C(Nc1ccc(COc2ccccc2)cc1)Nc1cccc(C(=O)O)c1	i	32
Cn1c(SCC(=O)NCc2ccco2)nnc1C1CC1	i	7
CCOC(=O)c1sc2nc(C)nc(NCc3ccccc3)c2c1C	i	19
CCc1nc2ccccc2c(C(=O)OCC(=O)NC2CC2)c1C	i	51
CSc1ccccc1NC(=O)CN(C)C(=O)c1c(C)nn(Cc2ccccc2)c1C	i	44
COc1cccc(C(=O)NCCS(=O)(=O)NCC2CCCO2)c1 (stereo unspecified)	i	42
CCOc1cc(/C=N/Nc2nnc(C)n2N)ccc1O	i	25
CC(NC(=O)CCC(=O)NC(C)c1ccccc1)c1ccccc1 (stereo unspecified)	i	54
Cc1ccc(OCC(=O)N(C)CC(=O)Nc2ccc(F)c(F)c2F)cc1	i	32
CCCCN(C(=O)COC(=O)c1nc2nccc(C)n2n1)C1CCS(=O)(=O)C1 (stereo unspecified)	i	35
CCCc1cc(=O)[nH]c2nnc(SCC(=O)Nc3cc(C)on3)n12	i	44
CSc1ccc(C2=CC(=O)C[C@H](c3ccc(Cl)cc3)C2)cc1	i	31
OCCOCCn1c(C2CCCN2c2nc(-c3ccc(F)cc3)cs2)nc2cc(C(F)(F)F)ccc21 (stereo unspecified)	i	33
NC(=O)c1ccccc1OCC(=O)Nc1ccc2c(c1)CCC2	i	37
Cc1cc(C)c(C)c(S(=O)(=O)N2CCN(C(=O)c3ccncc3)CC2)c1C	i	38
CCOC(=O)[C@H]1[C@H]2COc3ccc(OC)cc3[C@@H]2N2C(=O)c3cc(OC)ccc3NC(=O)[C@@]12C	i	46
Cc1ccc(NC(=O)c2nc[nH]c2C(=O)NCCCNC(=O)c2[nH]cnc2C(=O)Nc2ccc(C)cc2)cc1	i	24
CC1(c2cccc(Br)c2)NC(=O)N(CC(=O)NCC2CCCO2)C1=O (stereo unspecified)	i	48
CS(=O)(=O)c1cnc(-c2ccccc2)nc1Sc1ccc(F)cc1	i	46
COc1cc(/C=C/C(=O)OC[C@H]2O[C@H](OC3(CO)OC(CO)C(O)C3O)[C@H](O)[C@@H](O)[C@@H]2O)ccc1O (stereo partly specified)	i	17
O=C(N/N=C/c1c(O)ccc2ccccc12)Nc1ccccc1	i	38
CN(CC(=O)Nc1ccccc1Cl)C(=O)C1CCN(S(=O)(=O)c2ccc3c(c2)OCCO3)CC1	i	54
COc1ccc(OC)c(/C=C/C(=O)OCC(=O)N2C(C)CCCC2C)c1 (stereo unspecified)	i	29
Cc1cccc(N2CCN(C(=O)c3ccc4ccccc4c3)CC2C)c1 (stereo unspecified)	i	8
CC(NC(=O)c1cc(S(=O)(=O)N2CCCC2)ccc1Cl)c1ccccn1 (stereo unspecified)	i	28
Cc1ccc(NC(=O)CN(C)C(=O)c2cccc(S(=O)(=O)NCc3ccccc3)c2)cc1	i	56
O=C(O)c1ccccc1N=N/C(=N/Nc1cc(S(=O)(=O)O)ccc1O)c1ccccc1	i	21
O=C(Cc1ccsc1)N1CCN(S(=O)(=O)c2cccc(F)c2)CC1	i	29
COc1ccc(NS(=O)(=O)c2ccc(C)c(NC(=O)CN3C(=O)NC4(CCCC4)C3=O)c2)cc1	i	4
COc1ccc(CN2C[C@H](C)[C@@H](CC(=O)NCc3ccccc3)C2=O)cc1	i	33
Cc1cccc(C)c1NC(=O)CN(C)C(=O)CCc1nc2sc3c(c2c(=O)[nH]1)CCCC3	i	46
O=C(NC(=S)Nc1ccc(O)cc1)C1CCCC1	i	30
Cc1ccc(S(=O)(=O)N2CCOCC2)cc1NC(=O)COC(=O)Cc1ccccc1	i	37
O=C(c1ccccc1)C(O)(Cc1ccccc1)c1ccccc1 (stereo unspecified)	i	22
COc1ccc(NS(=O)(=O)c2cc(C(=O)OC(C)C(=O)N3CCOCC3)ccc2Cl)cc1 (stereo unspecified)	i	33
CC(OC(=O)CC1CC2CCC1C2)C(=O)Nc1cccc(S(=O)(=O)N2CCOCC2)c1 (stereo unspecified)	i	41
CC(C)[C@H](NC(=O)c1ccccc1Cl)C(=O)OCC(=O)NCc1ccc2c(c1)OCO2	i	51
CCc1ccc(NC(=O)CCC(=O)c2ccccc2)cc1	i	47
Cc1ccc(S(=O)(=O)N2CCC(C(=O)NN3CCCCC3)CC2)cc1	i	15
Cc1ccc(S(=O)(=O)N2CCN(CCOc3cccc(C)c3)CC2)cc1	i	17
Cc1ccc2nc(-c3cccc(SC4CCCCC4)c3)c(NCc3ccccc3)n2c1	i	4
O=C(CSc1ccccc1C(=O)N1CCN(c2ccc([N+](=O)[O-])cc2)CC1)N1CCCC1	i	47
CCOc1ccccc1NC(=O)COc1coc(CN2CCc3ccccc32)cc1=O	i	51
O=C(COc1ccc(C(=O)NCc2cccnc2)cc1)Nc1cccc(C(F)(F)F)c1	i	37
O=C(OCC(=O)N1CCN(c2ccccc2)CC1)c1cccs1	i	55
O=C(Nc1sc2c(c1C(=O)NCC(O)CO)CCCC2)c1ccccc1 (stereo unspecified)	i	13
O=C(NC(CO)(CO)CO)[C@@H]1CCCN1S(=O)(=O)c1cccc2cccnc12	i	50

4 of the compounds above, as labelled records:
CCOc1ccccc1NC(=O)COc1coc(CN2CCc3ccccc32)cc1=O
  T cell HTS = i | T cell HTS vesicle-bound % = 51

O=C(COc1ccc(C(=O)NCc2cccnc2)cc1)Nc1cccc(C(F)(F)F)c1
  T cell HTS = i | T cell HTS vesicle-bound % = 37

O=C(OCC(=O)N1CCN(c2ccccc2)CC1)c1cccs1
  T cell HTS = i | T cell HTS vesicle-bound % = 55

O=C(Nc1sc2c(c1C(=O)NCC(O)CO)CCCC2)c1ccccc1 (stereo unspecified)
  T cell HTS = i | T cell HTS vesicle-bound % = 13

(listing goes on)
SMILES	T cell HTS	T cell HTS vesicle-bound %
CC(NC(=O)c1ccccc1F)C12CC3CC(CC(C3)C1)C2 (stereo unspecified)	i	37
COc1cc([C@H]2OC[C@H]3[C@@H]2CO[C@H]3c2ccc(O)c(OC)c2)ccc1O	i	16
Cc1ccc(S(=O)(=O)N2[C@@H](c3ccccc3F)C(C(=O)O)=CC[C@H]2c2ccc(Cl)c(Cl)c2)cc1	i	34
Cc1ccc(OCCNC(=O)C2CC(=O)N(Cc3ccccc3)C2)cc1 (stereo unspecified)	i	29
Cc1noc(C)c1C(=O)N(CC(=O)Nc1ccccc1Br)Cc1ccco1	i	29
NC(=O)CC(NC(=O)Cc1cccc2ccccc12)c1ccc(N2CCC(Cc3ccccc3)CC2)c([N+](=O)[O-])c1 (stereo unspecified)	i	12
COC(=O)[C@]1(C)CCC[C@@]2(C)C3CC[C@@]4(C)C[C@]3(CCC21)CC4=NO (stereo partly specified)	i	40
Nc1nc(SCC(=O)Nc2cccc([N+](=O)[O-])c2)n[nH]1	i	28
O=C(COc1ccccc1)OCC(=O)c1c[nH]c2ccccc12	i	42
Cc1ccc(C(=O)OCC(=O)NCc2cc(C)c(O)c(C)c2)cc1S(=O)(=O)N1CCCCC1	i	19
CCN(CC)CCCn1c2c(c(SCC(=O)Nc3ccc4c(c3)OCCO4)nc1=O)CCC2	i	33
CC(=O)c1ccc(S(=O)(=O)N2CCN(C(C)C(=O)N(C)Cc3ccccc3)CC2)cc1 (stereo unspecified)	i	54

Compound profiles, from the list above. Screens in order: T cell HTS, T cell HTS vesicle-bound %
COc1cc([C@H]2OC[C@H]3[C@@H]2CO[C@H]3c2ccc(O)c(OC)c2)ccc1O is listed as i, 16
Cc1ccc(C(=O)OCC(=O)NCc2cc(C)c(O)c(C)c2)cc1S(=O)(=O)N1CCCCC1 is listed as i, 19
NC(=O)CC(NC(=O)Cc1cccc2ccccc12)c1ccc(N2CCC(Cc3ccccc3)CC2)c([N+](=O)[O-])c1 (stereo unspecified) is listed as i, 12
Cc1ccc(S(=O)(=O)N2[C@@H](c3ccccc3F)C(C(=O)O)=CC[C@H]2c2ccc(Cl)c(Cl)c2)cc1 is listed as i, 34
CCN(CC)CCCn1c2c(c(SCC(=O)Nc3ccc4c(c3)OCCO4)nc1=O)CCC2 is listed as i, 33

Remaining list, next part.
SMILES	T cell HTS	T cell HTS vesicle-bound %
O=C(Nc1ccc(Cl)cc1)c1nc[nH]c1C(=O)N1CCN(c2ccccc2)CC1	i	12
COc1ccc(C2CC(c3ccccc3)=NN2C(=O)COC(=O)c2cccc(N)c2)cc1 (stereo unspecified)	i	15
Cc1noc(C)c1COc1ccccc1C(=O)NNC(=O)c1ccccc1	i	13
COc1ccc(S(=O)(=O)N2CCCCCC2)cc1C(=O)NCCc1ccccc1	i	32
O=C1C=C(c2ccc(C(=O)O)c(Cl)c2)C[C@@H](c2ccc3c(c2)OCO3)C1	i	38
COc1cccc(CNC(=O)COc2cccc3c2OC(C)(C)C3)c1	i	48
O=C(CCc1nc2ccccc2c(=O)[nH]1)N1CCN(S(=O)(=O)c2ccc(F)cc2)CC1	i	44
CCCCn1c(N)c(N(CC(C)C)C(=O)c2cccc(S(=O)(=O)N3CCN(C)CC3)c2)c(=O)[nH]c1=O	i	6
O=C(NCCC(=O)N(Cc1ccco1)Cc1cccs1)c1ccc(Br)cc1	i	29
Cc1ccc(NC(=O)c2ccc([N+](=O)[O-])s2)cc1S(=O)(=O)N1CCOCC1	i	29
O=S(=O)(NCC1CN(S(=O)(=O)c2ccc3c(c2)OCCO3)C1)c1c(F)cccc1F	i	8
Cc1ccc(S(=O)(=O)N2CCCCC2)cc1NC(=O)[C@@H]1CCCN1C(=O)c1cccs1	i	9
CCOc1ccc(NC(=O)C2CC3CCC2C3)cc1 (stereo unspecified)	i	15
CCc1ccc(NC(=O)C(C)Sc2nnc(CN3CCCC3)o2)cc1 (stereo unspecified)	i	34
CCOC(=O)N1CCN(C(=O)/C(=C/c2ccc(N(C)C)cc2)NC(=O)c2ccccc2)CC1	i	46
O=C(COC(=O)c1cnccn1)Nc1cccc(F)c1	i	20
O=C(COC(=O)c1cccc(O)c1)c1ccccc1	i	44
CCN1C(=O)C(=O)N(CC(=O)N(C)CC(=O)Nc2ccccc2C(F)(F)F)C1=O	i	57
NC(=O)CC(NC(=O)c1ccccc1)c1ccc(NCCN2CCCCC2)c([N+](=O)[O-])c1 (stereo unspecified)	i	40
CCOc1cc(C(=O)NCCCNC(=O)c2cc(OCC)c(OCC)c(OCC)c2)cc(OCC)c1OCC	i	50
CCOc1ccc(/C=N/OCC(=O)Nc2cc(S(=O)(=O)N3CCOCC3)ccc2OC)cc1	i	45
CCCC[C@@H]1CNCCN1CCc1cccc(F)c1	i	37
COc1ccc(OCCC(=O)OCC(=O)NCc2ccccc2OC)cc1	i	36
CC(NC(=O)COC(=O)C1(C)CC1(Cl)Cl)c1ccccc1 (stereo unspecified)	i	34

Among those listed so far, these have a CF3 group:
SMILES	T cell HTS	T cell HTS vesicle-bound %
OCCOCCn1c(C2CCCN2c2nc(-c3ccc(F)cc3)cs2)nc2cc(C(F)(F)F)ccc21 (stereo unspecified)	i	33
O=C(COc1ccc(C(=O)NCc2cccnc2)cc1)Nc1cccc(C(F)(F)F)c1	i	37
CCN1C(=O)C(=O)N(CC(=O)N(C)CC(=O)Nc2ccccc2C(F)(F)F)C1=O	i	57

Further entries follow.
SMILES	T cell HTS	T cell HTS vesicle-bound %
N#CC1(NC(=O)CSc2nnc3n2CCCCC3)CCCCC1	i	35
Brc1ccccc1-c1nc2c3ccccc3ncn2n1	i	41
O=C(NNC(=O)C1CCC1)c1ccccc1F	i	26
CN(C)C(CNC(=O)CCNC(=O)c1ccccc1Cl)c1ccco1 (stereo unspecified)	i	30
CC(=O)c1ccc(NC(=O)CSc2nc(=O)n(CCN3CCOCC3)c3c2CCC3)cc1	i	59
COc1ccc(S(=O)(=O)N2CCCCCC2)cc1C(=O)N(C)CC(=O)Nc1ccc(F)cc1	i	40
Cc1ccc(NC(=O)CSC2=NN3CCCC(=O)N=C3S2)cc1Cl	i	43
CCCN(C(=O)C1CCN(S(=O)(=O)c2ccc(OC)c(OC)c2)CC1)C1CCS(=O)(=O)C1 (stereo unspecified)	i	13
Cc1ccc(/C=N/NC(=O)c2ccncc2)cc1	i	50
CCOc1ccc(N2CC(NC(=O)c3ccc4ccccc4c3)CC2=O)cc1 (stereo unspecified)	i	60
O=C(COC(=O)c1cc(=O)[nH]c2ccccc12)NCc1cccc(Cl)c1	i	50
CC(NCC(=O)NC(=O)NC1CCCC1)c1ccc(Cl)cc1Cl (stereo unspecified)	i	58

No new results follow: an excerpt of the list.
SMILES	T cell HTS	T cell HTS vesicle-bound %
Cc1ccc(S(=O)(=O)N2[C@@H](c3ccccc3F)C(C(=O)O)=CC[C@H]2c2ccc(Cl)c(Cl)c2)cc1	i	34
Cc1ccc(OCCNC(=O)C2CC(=O)N(Cc3ccccc3)C2)cc1 (stereo unspecified)	i	29
Cc1noc(C)c1C(=O)N(CC(=O)Nc1ccccc1Br)Cc1ccco1	i	29

The results go on.
SMILES	T cell HTS	T cell HTS vesicle-bound %
Cc1ccc(N(CCC#N)C(=O)CSc2nnc3ccccn23)cc1	i	34
CCOC(=O)c1c(C)[nH]c(C(=O)OC(C)C(=O)NC2CCCCC2C)c1C (stereo unspecified)	i	38
Cc1ccc(NC(=O)CSC(C)C(=O)OCC(=O)N2CCN(C(=O)c3ccco3)CC2)cc1 (stereo unspecified)	i	53
CCN(c1ccccc1)S(=O)(=O)c1ccc(Oc2ccccc2C(C)=O)nc1	i	24
CC1(C)Oc2ccc3ccc(=O)oc3c2[C@@H](O)[C@@H]1O	i	18
O=C(Nc1ccccc1N1CCCC1)C1=COCCO1	i	41
O=C(CCc1ccc(S(=O)(=O)N2CCOCC2)cc1)OCC(=O)c1ccccc1	i	46
CC(=O)NC(CC(=O)NNC(=O)c1cccs1)c1ccccc1 (stereo unspecified)	i	46
CCCCNC(=O)CNC(=O)c1nn(-c2ccc(OC)cc2)c(=O)c2ccccc12	i	8
COC(=O)[C@]1(C)N[C@H](c2ccc(-c3ccc(Cl)c(Cl)c3)cc2)[C@@H]2C(=O)N(C)C(=O)[C@@H]21	i	31
